Epigenetic derep: derepresses silenced GFP reporter in murine cells | murine LDR cells, GFP reporter derepression, 30 h | Potency, µM (highest dose often 53.9 µM), inactives show top-dose GFP activation, usual class: activators | hit rate 0.2% among 280,000; active means well fitted activation curve with a large enough effect; inconclusive means small, poorly fitted or top-dose-only effect; further: % of control where 0% means no effect; nearly all actives have a fitted effect of over 60% in size
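In this reporter-derepression format, murine cells bearing a silenced integrated CMV-GFP locus incubate with test compound (30 h, 37 C), then are washed and imaged; fluorescent objects of 20–120 um count as induced cells.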
Starred values were filed as active, the others as inactive; u = inconclusive. Potency means the concentration at half of the fitted maximal effect.

SMILES	Epigenetic derep
Cc1ccc(NC(=O)Cn2nnc(C(=O)NCCc3ccccc3)c2N)cc1	-1.4%
COc1ccc(NC(=O)CC2C(=O)N(c3ccc(C)cc3)C(=O)N2Cc2cccnc2)cc1 (stereo not given)	0.4%
Cc1ccccc1Cn1c(=O)n(-c2ccc(Cl)cc2)c(=O)c2c3c(sc21)CCCC3	-1.8%
Cc1oc(-c2ccccc2F)nc1Cn1c(SCc2ccccc2F)nc2ccncc21	-3.4%
Cc1ccc2oc(=O)c(-c3nc(-c4cccs4)no3)cc2c1	1.7%
O=C(CCn1c(=O)c2ccccc2n(Cc2ccc(Cl)cc2)c1=O)NCc1ccc2c(c1)OCO2	u
Cc1ccc(NCc2cccn2-c2nnc(N3CCC(C(=O)NCCc4ccccc4)CC3)s2)cc1	0.0%
CCc1nn(CC(=O)NCCCN2CCN(CC)CC2)c(=O)c2cc3occc3n12	-10%
CC(C)OCc1cc(CN2CCN(c3cccc(C(F)(F)F)c3)CC2)c(O)c2ncccc12	u
Cc1ccc(OCCn2c(CNc3cccc(C)c3)nc3ccccc32)cc1	1.6%
CCOc1ccccc1OCCCCn1c(-c2ccc(Cl)cc2)nc2ccccc2c1=O	-2.5%
CCOc1ccc(C(=O)Nc2ccc3nc(N(CC)CC)cc(C)c3c2)cc1	2.8%
COc1ccc(-c2nn(-c3ccc(C)cc3)c3c2cnc2ccc(C)cc23)cc1OC	6.3%
CCc1ccc(-n2c(CCC(=O)O)ccc2-c2ccc(F)cc2)cc1	-0.7%
COC(=O)CCn1cnc2onc(-c3cc(F)cc(F)c3)c2c1=O	-3.4%
Cc1ccc(CNC(=O)CCS(=O)(=O)c2cc(Br)cc3c2N(C(=O)C2CC2)CC3)cc1	3.3%
Cc1cccc(NC(=O)Cn2c(=O)n(Cc3ccc4c(c3)OCO4)c(=O)c3ccccc32)c1	7.1%
CCOc1ccccc1CNC(=O)Cn1c(-c2ccccc2)cc(C(C)=O)c1C	0.0%
COc1ccc(NC(=O)Cn2c(=O)n(-c3ccc(C)cc3)c(=O)c3c2cnn3C)cc1	-0.2%
CCCN(CCC)C(=O)C1CCCN(S(=O)(=O)c2ccc3c(c2)oc(=O)n3C)C1 (stereo not given)	0.9%

Single values from the list.
Cc1ccc(NC(=O)Cn2nnc(C(=O)NCCc3ccccc3)c2N)cc1 in Epigenetic derep → -1.4%
CCOc1ccc(C(=O)Nc2ccc3nc(N(CC)CC)cc(C)c3c2)cc1 in Epigenetic derep → 2.8%
CCc1nn(CC(=O)NCCCN2CCN(CC)CC2)c(=O)c2cc3occc3n12 in Epigenetic derep → -10%
Cc1ccc2oc(=O)c(-c3nc(-c4cccs4)no3)cc2c1 in Epigenetic derep → 1.7%

(continued)
SMILES	Epigenetic derep
COCCCNC(=O)c1ccc(C)c(-n2c(C)nc3cccnc32)c1	0.7%
COc1ccc(OC)c(CNC(=O)CCc2c(C)nc3c(c2C)c(=O)n(C)c(=O)n3C)c1	-1.1%
COc1cccc(NC(=O)Cn2c(=O)n(Cc3ccccc3)c(=O)c3c2c2cc(C)ccc2n3C)c1	9.0%
Cc1cc(C)cc(NC(=O)NCC2CCN(Cc3cc(C)ccc3C)CC2)c1	0.4%
Cn1c(=O)c(=O)n(C)c2cc(N3CCCC3)c(NC(=O)c3ccc(C(C)(C)C)cc3)cc21	0.9%
CCOc1ccc(CCNC(=O)c2nn(-c3ccc(OC)c(Cl)c3)c(=O)c3c2c2ccccc2n3C)cc1OCC	-0.4%
C=C(C)CSc1nc2sc3c(c2c(=O)n1-c1ccccc1)CCC(C)C3 (stereo not given)	-0.5%
Cc1ccc(CCNC(=O)c2cc3c(-c4ccccc4F)nn(C)c3s2)cc1	-3.3%
COc1cccc(Cn2c(=O)n(-c3cccc(Cl)c3)c(=O)c3c4c(sc32)CN(C(C)=O)CC4)c1	1.1%
CC1=C(C(=O)OCc2ccc(C)cc2)C(c2ccccc2C(F)(F)F)CC(=O)N1 (stereo not given)	16%
Cc1cccc(-c2nc3ccccc3n3c(-c4ccccc4)c4c(=O)n(C)c(=O)n(C)c4c23)c1	0.0%
CCc1ccc(C(=O)c2cn(CC(=O)Nc3cc(OC)cc(OC)c3)c3ccc(CC)cc3c2=O)cc1	u
Cc1ccccc1-n1nc(CO)c(C(=O)NCc2cccs2)n1	2.4%
O=C(CSc1c2c(nc3ccc(Cl)cc13)CCCC2)N1CCN(c2cccc(Cl)c2)CC1	-3.5%
CCCC1=Nc2cc(C(=O)NC(C)c3ccccc3)ccc2Sc2ccc(C)cc21 (stereo not given)	1.6%
CCc1ccccc1NC(=O)C1(S(=O)(=O)c2ccc(Cl)cc2)CC1	-1.8%
CCOc1ccc(-n2c(=O)c3c(C)c(C)sc3n(Cc3ccccc3C)c2=O)cc1	-0.1%
O=C(CSc1ncc2c(n1)-c1cc(Cl)ccc1N(Cc1ccccc1F)S2(=O)=O)Nc1cccc(C(F)(F)F)c1	1.6%
CCCn1c(=N)n(CC(O)COc2ccccc2OC)c2ccccc21 (stereo not given)	0.1%
CC1=C(C(=O)Nc2cccnc2)C(c2ccc(F)cc2)n2nc(SCc3ccccc3F)nc2N1 (stereo not given)	-2.1%

Gathered by group: the entries above with an aryl thioether with sulfur outside any ring
SMILES	Epigenetic derep
Cc1oc(-c2ccccc2F)nc1Cn1c(SCc2ccccc2F)nc2ccncc21	-3.4%
C=C(C)CSc1nc2sc3c(c2c(=O)n1-c1ccccc1)CCC(C)C3 (stereo not given)	-0.5%
O=C(CSc1c2c(nc3ccc(Cl)cc13)CCCC2)N1CCN(c2cccc(Cl)c2)CC1	-3.5%
O=C(CSc1ncc2c(n1)-c1cc(Cl)ccc1N(Cc1ccccc1F)S2(=O)=O)Nc1cccc(C(F)(F)F)c1	1.6%
CC1=C(C(=O)Nc2cccnc2)C(c2ccc(F)cc2)n2nc(SCc3ccccc3F)nc2N1 (stereo not given)	-2.1%

The main list resumes with the three entries that preceded the break.
SMILES	Epigenetic derep
O=C(CSc1ncc2c(n1)-c1cc(Cl)ccc1N(Cc1ccccc1F)S2(=O)=O)Nc1cccc(C(F)(F)F)c1	1.6%
CCCn1c(=N)n(CC(O)COc2ccccc2OC)c2ccccc21 (stereo not given)	0.1%
CC1=C(C(=O)Nc2cccnc2)C(c2ccc(F)cc2)n2nc(SCc3ccccc3F)nc2N1 (stereo not given)	-2.1%
CCN1C(=O)c2ccccc2Sc2ccc(NC(=O)Nc3cc(C)cc(C)c3)cc21	-4.3%
CCOc1ccccc1NC(=O)C1CCN(S(=O)(=O)c2cccs2)CC1	-0.9%
Cc1ccc(CNC(=O)c2c(O)nc3cc(C)ccn3c2=O)cc1	1.4%
O=C(CN1CCCN(Cc2ccc(F)cc2)S1(=O)=O)NCc1ccccc1Cl	1.3%
COc1ccccc1-c1noc(-c2ccc(NCc3cccnc3)c([N+](=O)[O-])c2)n1	-1.3%
COc1cccc(CNC(=O)CN2CCCN(Cc3ccccc3)S2(=O)=O)c1	-1.8%
COC(=O)c1ccc([C@H]2Nc3ccc(S(=O)(=O)Nc4cccc(C)c4)cc3[C@H]3C=CC[C@H]32)cc1	4.9%
CCN1CCN(Cc2c(O)ccc3oc(C)c(C(=O)Nc4ccc(OC)c(Cl)c4)c23)CC1	1.9%
CCCCOc1ccc(C(=O)Nc2ccc(-c3nc4ccccc4s3)cc2C)cc1	-0.2%
COc1cc(OC)c(NC(=O)Nc2ccc3c(c2)N(C)C(=O)c2ccccc2S3)cc1Cl	-1.7%
Cc1c(Cl)cccc1NC(=O)CN1C(=O)COc2ccc(S(=O)(=O)N3CCOCC3)cc21	1.4%
O=C(NC1CCCCC1)c1ccc2c(c1)N(Cc1ccc(Cl)cc1)C(=O)c1ccccc1S2(=O)=O	0.8%
COc1ccccc1N1CCN(C(=O)c2cc(CC(C)C)on2)CC1	0.2%
Cc1ccc2nc(Cl)c3cc(C(=O)N4CCCCC4)sc3c2c1	-1.5%
CCN(C(=O)C1CCC(CNS(=O)(=O)c2cccc3nsnc23)CC1)c1ccc(C)c(C)c1 (stereo not given)	-1.1%
COc1cc(OC)c2c(C)c(CC(=O)NCCc3ccccc3OC)c(=O)oc2c1	1.1%
COc1ccc(Cl)cc1NC(=O)Cc1coc2c(C)c(C)ccc12	-1.0%
Cc1cccc(-c2nnc3n(CCc4ccccc4)c(=O)c4ccccc4n23)c1	-3.2%
COc1cc(Cl)c(C)cc1NC(=O)CSc1nc2c(c(=O)[nH]1)CCCC2	-2.6%
Cc1ccc(S(=O)(=O)N2CCc3cc(C(=O)Nc4ccc(C(F)(F)F)cc4)ccc32)cc1	3.5%
CCCNC(=O)c1cnc2sc(N3CCCCC3)nn2c1=O	2.1%
COc1ccc(S(=O)(=O)c2cnc(SCC(=O)Nc3cc(F)ccc3C)[nH]c2=O)cc1Cl	-0.9%
CCOc1nc(-c2ccc(C)cc2)ccc1-c1noc(-c2ccccc2F)n1	1.8%
Cc1ccc(NC(=O)Cn2c(=O)n(CC(=O)NCCc3ccccc3)c(=O)c3ccccc32)cc1	0.3%
CC(C)c1ccc2occ(CC(=O)Nc3cccc(C(F)(F)F)c3)c2c1	-1.9%
COc1ccc(-c2nc3ccccc3o2)cc1NC(=O)c1ccc(-c2ccc(Br)cc2)o1	-0.8%
Cn1c2ccccc2c2cnn(CC(=O)NCCCN3CCCCC3)c(=O)c21	-1.3%
Cc1cc(N2CCC(C(=O)Nc3ccccc3Cl)CC2)n2nc(C)c(-c3ccc(Cl)cc3)c2n1	-1.1%
Cc1cccc(CC(=O)Nc2c(C(=O)Nc3cccc(F)c3)oc3ccccc23)c1	-2.7%
O=C(NCCCc1nc2ccccc2n1Cc1c(F)cccc1Cl)C1CCCCC1	-4.0%
CCc1ccc(C(=O)c2cn(Cc3ccccc3)c3cc(OC)c(OC)cc3c2=O)cc1	0.0%
CCCOc1ccc(C(=O)Nc2cc3c(cc2N2CCOCC2)n(C)c(=O)n3C)cc1	0.4%
COc1ccc(CCNC(=O)c2ccc3c(c2)CCN3S(=O)(=O)c2ccc(C)cc2)cc1	-3.0%
COc1cccc(NC(=O)N(Cc2cn(C)c3ccccc23)C2CCCCC2)c1	0.5%
CCOc1ccc(CNC(=O)Nc2ccc3c(c2)N(C)C(=O)c2ccccc2S3)cc1	u
CN(C)CCCNc1oc(/C=C/c2ccc(F)cc2)nc1C#N	-1.3%
Cc1ccc(Cl)cc1N1CCN(C(=O)C2CCN(Cc3nc(-c4ccc(Cl)cc4)oc3C)CC2)CC1	5.6%
CCCCCCOc1ccc(/C=C/C(=O)Nc2sc3c(c2C(=O)OC)CCC3)cc1OC	-1.6%
CC(=O)Nc1ccc(NC(=O)c2ccc3c(c2)CCN3S(=O)(=O)c2ccc(C)cc2)cc1	-1.5%
CCOc1ccc2nc(NC(=O)c3ccccc3)sc2c1	-1.6%
COc1cc(C2CC(=O)N(c3ccccc3)C3=C2C(=O)OC3)cc(OC)c1OC (stereo not given)	-1.1%
COc1cccc(-c2nc3c(c(SCc4ccccc4)n2)Cc2c(CO)cnc(C)c2O3)c1	5.6%
CCn1cc(C(=O)NCc2ccccc2)c(=O)c2cc(S(=O)(=O)N3CCCCC3)ccc21	1.1%
COc1cccc(Cn2cc(C(=O)c3ccccc3)c(=O)c3cc4c(cc32)OCO4)c1	1.1%
Cc1ccn2c(=O)c(C(=O)NCCc3ccccc3)c(O)nc2c1	1.4%
COc1ccc(-c2nn3c(-c4ccc(C)cc4)nnc3c3ccccc23)cc1	-0.1%
COc1ccc(NC(=O)c2noc3c2CSc2ccccc2-3)cc1Cl	-9.4%
COc1ccc2cc3cc(C(=O)N4CCN(c5cccc(Cl)c5)CC4)sc3nc2c1	-0.2%
Cc1ccc(-c2cc(C(=O)O)n(Cc3ccccc3)n2)cc1	2.3%
Cc1nn(CC(=O)NCc2ccc(Cl)cc2)c(=O)c2cc3sccc3n12	0.0%
CCN(C(=O)CCS(=O)(=O)c1cc(Br)cc2c1N(C(=O)C1CC1)CC2)c1cccc(C)c1	0.3%
CC1CCN(S(=O)(=O)c2ccc3nc(Nc4ccc(C#N)cc4)ccc3c2)CC1	-1.4%
COCCCNC(=O)C1CCCN(S(=O)(=O)c2ccc3c(c2)oc(=O)n3C)C1 (stereo not given)	-2.0%
Cc1ccc(NC(=O)C(Cc2ccccc2)NS(=O)(=O)c2ccc3c(c2)oc(=O)n3C)cc1F (stereo not given)	5.6%
CCc1nc2nc(C)cc(Nc3cc(Cl)ccc3OC)n2n1	0.0%
Cc1ccc2c(c1)c1c(c(=O)n(-c3ccccc3C)c(=O)n1CC(=O)c1ccc(Cl)cc1)n2C	-1.5%
O=C(CN1C(=O)COc2ccc(S(=O)(=O)N3CCCC3)cc21)N1CCN(c2ccccc2)CC1	-1.4%
COc1cccc(CNC(=O)CCc2nc(-c3ccc(C)cc3)no2)c1	-1.5%
Cc1ccc(S(=O)(=O)Nc2c(C)nc3nc(C)[nH]n3c2=O)c(C)c1	9.2%
CCc1c(C)nc2nc(-c3ccccc3)nn2c1NCc1ccc(C)cc1	0.6%

Going on with the list.
SMILES	Epigenetic derep
COc1cc2ccccc2cc1C(=O)Nc1ccc2oc(-c3cc(Br)ccc3Cl)nc2c1	-1.6%
CCN1C(C(=O)c2ccccc2)=C(OC(=O)c2ccc(OC)cc2)c2ccccc2S1(=O)=O	-1.0%
CCCCOc1ccc(CNC(=O)c2cnc3sc(N4CCC(C)CC4)nn3c2=O)cc1	-2.6%
CCOC(=O)c1c(NC(=O)/C=C/c2ccc(C(C)C)cc2)sc2c1CCC2	-1.6%
COc1ccc(NC(=O)C2CCC(CNS(=O)(=O)c3csc(C(N)=O)c3)CC2)cc1 (stereo not given)	9.0%
CCCNC(=O)c1c(NC(=O)c2ccc(C)cc2)sc2c1CCCCC2	3.0%
Cc1c(CCC(=O)NCc2ccc(F)cc2)c(=O)oc2cc(O)ccc12	-1.9%
Cc1ccc(C(=O)COC(=O)CCC(=O)Nc2ccc(Oc3ccccc3)cc2)cc1C	2.3%
NC(=O)c1ccc(NC(=O)C2CCN(S(=O)(=O)Cc3ccccc3)CC2)cc1	0.0%
CCC(Sc1ncc(S(=O)(=O)c2ccc(Cl)cc2)c(=O)[nH]1)C(=O)Nc1ccc(OC)cc1 (stereo not given)	0.8%
CCOC(=O)c1cnc2c(Cl)c(Cl)ccc2c1Nc1ccc(N(C)C)cc1	-5.8%
COC(=O)c1ccccc1NC(=O)Cn1c(=O)n(CCC(=O)NCc2ccc3c(c2)OCO3)c(=O)c2ccccc21	6.2%

A portion of the library; the hit share may differ from the screen's.
